PTK2B oligo ant = Pyk2 (human) oligomerization antagonism | Q14289 | Q293 cells, Pyk2 FERM NanoBiT luminescence; hits give low values | z-score (the deposit names both 25 µM and 10 µM) | actives 0.83% (n = 99,000) | AID 1347419;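 active = Z-score of -3 or lower, scaled per plate to the spread of control and sample wells; inactive = z-score above -3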;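 note: negative z-score means lost luminescence so less FERM oligomerization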
CYP2C9 activ = activators of human CYP2C9 | P11712 | recombinant CYP2C9, luciferin-H conversion, luminescence; hits give high values; factor 1 = untreated enzyme, 0 = blocked | activation factor at 5 µM | actives 1.4% (n = 96,000) | AID 1024;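 active = activation factor of 2 or more for CYP2C9 at a 5 µM dose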;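 note: 0 = sulfaphenazole-blocked wells and 1 = vehicle-only wells; values of inactives mirror those of a sister screen read the other way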
PTPN22 inh 2 = inhibitors of human LYP (PTPN22) phosphatase | Q9Y2R2 | recombinant LYP catalytic domain, DiFMUP fluorescence | inhibition, % at 2 µM | actives 0.21% (n = 96,000);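 active = inhibition at 2 µM at or above a set limit, the screen mean plus 3 SD, cut at about 24% in these data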;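 note: 0% = DMSO with enzyme and 100% = enzyme fully blocked by orthovanadate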
Target sequence (Q9Y2R2 whole entry, looked up, the tested form may be a part): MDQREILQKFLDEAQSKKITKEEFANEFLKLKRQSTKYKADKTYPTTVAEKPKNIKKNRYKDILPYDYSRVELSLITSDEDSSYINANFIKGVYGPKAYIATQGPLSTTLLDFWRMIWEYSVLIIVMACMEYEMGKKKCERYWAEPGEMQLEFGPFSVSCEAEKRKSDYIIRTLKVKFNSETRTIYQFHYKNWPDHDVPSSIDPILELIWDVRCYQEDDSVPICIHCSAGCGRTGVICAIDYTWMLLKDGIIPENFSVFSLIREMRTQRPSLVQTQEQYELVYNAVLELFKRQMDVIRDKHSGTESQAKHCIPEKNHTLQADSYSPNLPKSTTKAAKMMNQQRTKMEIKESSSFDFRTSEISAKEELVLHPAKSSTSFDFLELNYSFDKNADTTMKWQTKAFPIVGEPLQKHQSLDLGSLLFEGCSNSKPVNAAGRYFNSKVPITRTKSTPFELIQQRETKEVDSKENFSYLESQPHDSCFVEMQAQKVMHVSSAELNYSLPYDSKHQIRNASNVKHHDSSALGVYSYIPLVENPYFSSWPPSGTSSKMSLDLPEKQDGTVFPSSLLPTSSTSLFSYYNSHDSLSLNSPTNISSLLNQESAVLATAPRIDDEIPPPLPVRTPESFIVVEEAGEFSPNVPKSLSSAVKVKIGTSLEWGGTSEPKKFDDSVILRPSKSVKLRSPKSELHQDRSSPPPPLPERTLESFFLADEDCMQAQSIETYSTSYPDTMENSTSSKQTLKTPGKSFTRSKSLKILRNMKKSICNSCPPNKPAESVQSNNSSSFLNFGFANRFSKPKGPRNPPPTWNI
PTPN22 act = activators of human LYP (PTPN22) phosphatase. Q9Y2R2. activation, % at 2 µM. recombinant LYP, DiFMUP fluorescence; 0 = plate median, 100 = signal doubled. actives 0.11% (n = 96,000);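 active = activation at 2 µM above a set limit, the mean plus 5 SD, cut at about 37% in these data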
hDAT+cocaine = changed human dopamine transporter uptake under cocaine IC80; Q01959; LLC-PK1 hDAT cells, [14C]-dopamine uptake with cocaine IC80; actives deviate in either direction; B-score at 10 µM; actives 1.3% (n = 110,000); AID 449768;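 active = Z score or B-score, a plate-position-corrected score, falls beyond the plate's 99.7% confidence bounds, in either direction; inactive = both scores lie inside the 99.7% bounds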;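 note: scored against the spread of the other compound wells on the same plate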
CYP2C9 inh = human CYP2C9 inhibition; inhibition, % at 5 µM; AID 777; P11712; actives 20% (n = 96,000); CYP2C9 Supersomes, luciferin-H conversion, luminescence;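 active = blocking of liver enzyme CYP2C9 beyond about 50% at 5 µM, limit read from the data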; note: values of inactives mirror those of a sister screen read the other way
* = called active by the depositor; · = no result given. The list is partial. The share of hits here may be higher or lower than overall.

Sample of the layout (3 entries):
entry	Structure	PTK2B oligo ant	CYP2C9 activ	PTPN22 inh 2	PTPN22 act	hDAT+cocaine	CYP2C9 inh
1	C[C@H]1CCCC(=O)CCCCCc2cc(O)cc(O)c2C(=O)O1	·	·	·	·	-0.88	·
2	COc1cc(C[C@@H](C)N)c(OC)cc1I	·	·	·	·	-0.678	·
3	Oc1ccc2c3c1O[C@H]1c4oc5ccccc5c4C[C@@]4(O)[C@@H](C2)N(CC2CC2)CC[C@]314	·	·	·	·	-1.06	·

Main list (from the top)
entry	Structure	PTK2B oligo ant	CYP2C9 activ	PTPN22 inh 2	PTPN22 act	hDAT+cocaine	CYP2C9 inh
1	C[C@H]1CCCC(=O)CCCCCc2cc(O)cc(O)c2C(=O)O1	·	·	·	·	-0.88	·
2	COc1cc(C[C@@H](C)N)c(OC)cc1I	·	·	·	·	-0.678	·
3	Oc1ccc2c3c1O[C@H]1c4oc5ccccc5c4C[C@@]4(O)[C@@H](C2)N(CC2CC2)CC[C@]314	·	·	·	·	-1.06	·
4	O=C(Nc1cccc(Cl)c1)c1c(O)c2c(n(Cc3ccco3)c1=O)CCCC2	·	0.9	·	·	0.0368	12.0
5	Cc1cc(C=C2C(=O)NC(=O)NC2=O)c(C)n1-c1ccc2c(c1)OCO2	-0.15	·	·	·	·	·
6	CN1CCN(c2ccc(S(=O)(=O)C(F)(F)F)cc2[N+](=O)[O-])CC1	0.68	·	·	·	·	·
7	Fc1ccc(C(OCCN2CCCC2)c2ccc(F)cc2)cc1	0.22	·	·	·	·	·
8	Nc1cc(N2CCNCC2)ccc1[N+](=O)[O-]	-0.25	·	·	·	·	·
9	COc1ccc(CC(=O)Nc2ccc3c(C(F)(F)F)cc(=O)oc3c2)cc1OC	-1.13	·	·	·	·	·
10	COC(=O)C(O)(c1ccc(N=Cc2ccccc2O)c(C)c1)C(F)(F)F (stereo not drawn)	0.53	·	·	·	·	·
11	CCOc1ccc(N2C(=O)NC(=O)/C(=C\c3ccc(N4CCCCC4)o3)C2=O)cc1	-2.15	·	·	·	·	·
12	N=C1c2ccccc2CN1NC(=O)c1ccc(Br)cc1	2.14	·	·	·	·	·

4 records picked at random from the list so far:
entry	Structure	PTK2B oligo ant	CYP2C9 activ	PTPN22 inh 2	PTPN22 act	hDAT+cocaine	CYP2C9 inh
2	COc1cc(C[C@@H](C)N)c(OC)cc1I	·	·	·	·	-0.678	·
10	COC(=O)C(O)(c1ccc(N=Cc2ccccc2O)c(C)c1)C(F)(F)F (stereo not drawn)	0.53	·	·	·	·	·
9	COc1ccc(CC(=O)Nc2ccc3c(C(F)(F)F)cc(=O)oc3c2)cc1OC	-1.13	·	·	·	·	·
4	O=C(Nc1cccc(Cl)c1)c1c(O)c2c(n(Cc3ccco3)c1=O)CCCC2	·	0.9	·	·	0.0368	12.0

(next part)
entry	Structure	PTK2B oligo ant	CYP2C9 activ	PTPN22 inh 2	PTPN22 act	hDAT+cocaine	CYP2C9 inh
13	CN(C(=O)Oc1ccc(Cl)c2cccnc12)c1ccccc1	-0.24	·	·	·	·	·
14	CN1CCN(CCOC2c3ccccc3CSc3ccc(Cl)cc32)CC1 (stereo not drawn)	-0.14	·	·	·	·	·
15	NP(=O)(OCC(F)(F)F)Oc1ccc(Cl)cc1 (stereo not drawn)	0.49	·	·	·	·	·
16	Nc1ccc2c(c1)Cc1ccccc1-2	0.39	·	·	·	·	·
17	Clc1ccc2c(c1)C(OC1CN3CCC1CC3)c1ccccc1CS2 (stereo not drawn)	0.92	·	·	·	·	·
18	Cc1nc2c(=O)n(C)c(=O)nc-2n(C)n1	-2.27	·	31.6*	-32.9	·	·
19	O=C(c1ccc2nc3ccc(Cl)cc3c(=O)n2c1)N1CCC2(CC1)OCCO2	-0.07	·	-7.5	5.2	·	·

Four of the compounds above, with two lines to a compound.
Every second line gives: PTK2B oligo ant	CYP2C9 activ	PTPN22 inh 2	PTPN22 act	hDAT+cocaine	CYP2C9 inh
(10) COC(=O)C(O)(c1ccc(N=Cc2ccccc2O)c(C)c1)C(F)(F)F (stereo not drawn)
→ 0.53	·	·	·	·	·
(13) CN(C(=O)Oc1ccc(Cl)c2cccnc12)c1ccccc1
→ -0.24	·	·	·	·	·
(9) COc1ccc(CC(=O)Nc2ccc3c(C(F)(F)F)cc(=O)oc3c2)cc1OC
→ -1.13	·	·	·	·	·
(8) Nc1cc(N2CCNCC2)ccc1[N+](=O)[O-]
→ -0.25	·	·	·	·	·

Screening results (PubChem BioAssay)
